From PubChem
NTMT1 inhibitor: Primary qHTS for Inhibitors of N-terminal methyltransferase 1 (NTMT1): MTaseGlo Assay. N-terminal Xaa-Pro-Lys N-methyltransferase 1 (Homo sapiens), Q9BV86. NTMT1 MTase-Glo SAH luminescence, purified enzyme. Potency, µM (highest dose often 114 µM), without a hit: top-dose activity change, negative = inhibition, actives largely listed as inhibitors. 59,000 tested, 2.5% active. AID 1645870, 2021;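 note: plate controls were DMSO vehicle for no effect and no enzyme for full effect; nearly all actives have a fitted effect of over 65% in size; many of its hits are not listed in these tables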
Target sequence (Q9BV86 whole entry, looked up): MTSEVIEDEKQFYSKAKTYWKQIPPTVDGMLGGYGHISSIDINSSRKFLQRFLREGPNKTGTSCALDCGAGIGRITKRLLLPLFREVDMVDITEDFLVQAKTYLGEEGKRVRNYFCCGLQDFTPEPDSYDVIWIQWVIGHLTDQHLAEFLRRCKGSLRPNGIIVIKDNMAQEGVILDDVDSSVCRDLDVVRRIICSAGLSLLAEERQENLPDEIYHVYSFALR
FH mod: Identification of activators of human fumarate hydratase by quantitative high-throughput screening. Fumarate hydratase, mitochondrial (Homo sapiens), P07954. FH coupled MDH/diaphorase resazurin fluorescence, 15 min. Potency, µM (series often up to 79.9 µM), without a hit: at the highest dose activity change, negative = inhibition, most hits filed as inhibitors. 54,000 tested, 0.22% active. AID 1347055, 2019; note: the screen sought activators but most active calls are inhibition curves; nearly all actives have a fitted effect of over 45% in size
Target sequence (P07954 whole entry, looked up): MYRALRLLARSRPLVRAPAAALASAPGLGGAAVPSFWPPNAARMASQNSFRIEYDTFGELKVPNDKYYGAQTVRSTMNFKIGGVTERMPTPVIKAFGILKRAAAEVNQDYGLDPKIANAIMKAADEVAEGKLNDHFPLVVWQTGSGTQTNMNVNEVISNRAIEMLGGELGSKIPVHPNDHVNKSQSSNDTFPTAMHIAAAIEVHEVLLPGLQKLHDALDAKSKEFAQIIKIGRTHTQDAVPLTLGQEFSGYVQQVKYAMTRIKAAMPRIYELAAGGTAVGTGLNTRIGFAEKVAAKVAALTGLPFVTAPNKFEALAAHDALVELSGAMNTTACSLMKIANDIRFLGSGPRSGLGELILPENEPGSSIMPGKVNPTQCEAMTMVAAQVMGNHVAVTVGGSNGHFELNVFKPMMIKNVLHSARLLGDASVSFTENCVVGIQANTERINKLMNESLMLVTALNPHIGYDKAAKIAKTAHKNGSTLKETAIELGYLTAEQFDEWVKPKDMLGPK
* hit, by the source's call; ? = inconclusive; & = joins results of further samples; ! = repeats disagree; [ ] = remark or other dose. Calls come from the whole dose curve; as a rule, active = well fitted curve in the direction sought with a large enough effect; inconclusive = small, poorly fitted or top-dose-only effect, or another doubt; inactive = no such curve, though single readings can be large; an effect the other way counts as inactive or inconclusive. Unless noted, % is set by controls: 0 for no effect and ±100 for the full control effect; potency is the fitted concentration of half-maximal effect. This is a subset; count on the stated rates, not on these rows.

Each structure is followed by: NTMT1 inhibitor, FH mod
1	CNC(=O)[C@H](Cc1ccccc1)NC(=O)[C@H](CC(C)C)[C@H](CSc1cccs1)C(=O)NO
  -2%, 12%[53.3 µM]
2	C[C@H]1[C@H](C)CC[C@]2(C(=O)O)CC[C@]3(C)C(=CCC4[C@@]5(C)C[C@@H](O)[C@H](O)C(C)(C)C5CC[C@]43C)[C@H]12 (some centres not stated)
  11%[29.8 µM], -7%[53.3 µM]
3	CO[C@H]1C[C@@H]2CC[C@@H](C)[C@@](O)(O2)C(=O)C(=O)N2CCCC[C@H]2C(=O)O[C@H]([C@H](C)C[C@@H]2CC[C@@H](OC(=O)C(C)(CO)CO)[C@H](OC)C2)CC(=O)[C@H](C)/C=C(\C)[C@@H](O)[C@@H](OC)C(=O)[C@H](C)C[C@H](C)/C=C/C=C/C=C/1C
  22%&-22%[57.5 µM], -6%
4	CC(C)C[C@H](NC(=O)[C@@H](O)[C@H](N)Cc1ccccc1)C(=O)O
  ?, -5%&-3%[53.3 µM]
5	CC(C)(C)NC(=O)[C@H]1CC[C@H]2[C@@H]3CC[C@H]4NC(=O)C=C[C@]4(C)[C@H]3CC[C@]12C
  7%, -1%&6%[53.3 µM]
6	CCOC(=O)N1c2ccc(C(F)(F)F)cc2C(N(Cc2cc(C(F)(F)F)cc(C(F)(F)F)c2)C(=O)OC)CC1CC (configuration not stated)
  2%[57.5 µM], -6%
7	CN1CCC[C@@H]1Cc1c[nH]c2ccc(CCS(=O)(=O)c3ccccc3)cc12
  ?, -2%
8	COc1cc(CC(COC2OC(CO)C(O)C(O)C2O)c2cc(/C=C/CO)cc(OC)c2O)ccc1O (configuration not stated)
  17%[29.8 µM], 1%[53.3 µM]
9	COc1ncnc(NS(=O)(=O)c2ccc(N)cc2)c1OC
  17%, 4%&8%[53.3 µM]
10	OC[C@H]1O[C@@H](O[C@@H]2[C@@H](CO)O[C@](O)(CO)[C@H]2O)[C@H](O)[C@@H](O)[C@H]1O
  10%, 5%[53.3 µM]
11	NC12CC3CC(CC(C3)C1)C2
  21%, -8%&-6%&-5%[53.3 µM]
12	CC(=C(CCOC(=O)C(C)C)SSC(CCOC(=O)C(C)C)=C(C)N(C=O)Cc1cnc(C)nc1N)N(C=O)Cc1cnc(C)nc1N
  -1%[57.5 µM], 1%[53.3 µM]
13	C[C@H](O)C(=O)Nc1c(I)c(C(=O)NC(CO)CO)c(I)c(C(=O)NC(CO)CO)c1I
  47%[activator][57.5 µM], -4%[53.3 µM]
14	CCC(C)/C=C(C)/C=C/c1cc2c(cn1)C(=O)C(C)(OC(C)=O)C(O)=C2Cl (configuration not stated)
  -9%[29.8 µM], -1%[53.3 µM]
15	CNC(=O)c1c(I)c(NC(C)=O)c(I)c(C(=O)O)c1I
  ?, -3%[53.3 µM]
16	NC[C@H]1CCC[C@@H](CNC(=O)[C@@H](Cc2c[nH]c3ccccc23)NC(=O)N2CCC3(C=Cc4ccccc43)CC2)C1
  -3%[29.8 µM], 2%[53.3 µM]
17	OC[C@H]1O[C@@H](OCCc2ccc(O)cc2)[C@H](O)[C@@H](O)[C@@H]1O
  12%[57.5 µM], 2%
18	Cc1cc(CS(=O)(=O)c2ccccc2)cc(OCc2ccc(CN3CCCC3CO)cc2)c1 (configuration not stated)
  -14%[57.5 µM], 8%
19	CC1(C)CC[C@]2(C(=O)O)[C@H](O)C[C@]3(C)C(=CCC4[C@@]5(C)CC[C@H](O[C@@H]6O[C@H](CO[C@@H]7OC[C@H](O)[C@H](O)[C@H]7O[C@@H]7OC[C@@H](O)[C@H](O)[C@H]7O)[C@@H](O)[C@H](O)[C@H]6O[C@@H]6O[C@H](CO)[C@@H](O)[C@H](O)[C@H]6O)C(C)(C)C5CC[C@]43C)[C@@H]2C1 (some centres not stated)
  12%[12.6 µM], 4%[20.6 µM]
20	C=C(C)C1CC[C@]2(C(=O)O)CC[C@]3(C(=O)O)[C@H](CCC4[C@@]5(C)CC[C@H](O)C(C)(C)C5CC[C@]43C)C12 (some centres not stated)
  8%[29.8 µM], 5%[53.3 µM]
21	CC1=C(CCC(C)O[C@@H]2O[C@H](CO)[C@@H](O)[C@H](O)[C@H]2O)C(C)(C)CC(O)C1 (some centres not stated)
  -3%[29.8 µM], 4%[53.3 µM]
22	COc1cc2c(cc1OC)CC(=O)N(CCCNC[C@H]1Cc3cc(OC)c(OC)cc31)CC2
  15%[57.5 µM], -2%
23	CCOc1cc(C(=O)N2CCC(N3CCN(C)CC3)CC2)ccc1Nc1ncc2c(n1)N(C1CCCC1)c1ccccc1C(=O)N2C
  ?, -2%
24	C[C@@H]1O[C@@H](O[C@H]2[C@H](O[C@H]3[C@H](O[C@H]4CC[C@@]5(C=O)C(CC[C@]6(C)C5CC=C5C7CC(C)(C)C[C@@H](O)[C@]7(C)CC[C@]56C)C4(C)C)O[C@H](C(=O)O)[C@@H](O)[C@@H]3O)OC[C@@H](O)[C@@H]2O)[C@H](O)[C@H](O)[C@H]1O (some centres not stated)
  -3%[12.6 µM], 6%[20.6 µM]
25	COc1cc(/C=C/c2cc(O)cc(O[C@@H]3O[C@H](CO)[C@@H](O)[C@H](O)[C@H]3O)c2)ccc1O
  14%[29.8 µM], -11%[53.3 µM]
26	N#Cc1c2nc3ccccc3nc2n2ccc(NC(=O)c3cccs3)cc12
  -12%, 1%
27	COCCNCc1ccc(-c2cc3nccc(Oc4ccc(NC(=S)NC(=O)Cc5ccc(F)cc5)cc4F)c3s2)nc1
  ?, -10%
28	Cc1ncc([N+](=O)[O-])n1C[C@H](O)CN1CCOCC1
  7%[57.5 µM], 9%
29	CCN(CC)CCCCCCNc1cc(OC)cc2c(C)ccnc12
  -2%[57.5 µM], -3%
30	C[C@@]12C(=O)OC(=O)[C@@]1(C)C1CCC2O1
  32%[57.5 µM], 7%[53.3 µM]
31	CCN(CC)CCCC(C)Nc1c2ccc(Cl)cc2nc2ccc(OC)cc12 (configuration not stated)
  45µM*!, 3%&-27%&4%[53.3 µM]
32	Cc1cccc(-c2nn(C(=S)Nc3ccccc3)cc2-c2ccnc3ccccc23)n1
  11%, 10%
33	CCOc1cn(-c2ccc(F)cc2C)nc1C(=O)Nc1ccc(Oc2ccnc3cc(OC)c(OC)cc23)c(F)c1
  10%[57.5 µM], 2%
34	CCCCOc1ccc(S(=O)(=O)n2c(C)nc3ccccc32)cc1
  17%[29.8 µM], -2%[53.3 µM]
35	Cn1cc(C2=C(c3coc4ccccc34)C(=O)NC2=O)c2cc(Br)ccc21
  -11%[57.5 µM], -20%
36	Cc1cc(CS(=O)(=O)c2ccccc2)cc(OCc2ccc(CN3CCC[C@H]3CO)cc2)c1
  ?, -1%[53.3 µM]
37	O=C1NC(=NCc2cccs2)S/C1=C/c1ccc2ncccc2c1
  -29%, -7%
38	C=CC1(C)CC(O)C2(CCC3C(C)(C(=O)O)CCCC3(C)C2=O)C1 (configuration not stated)
  7%[29.8 µM], -1%[53.3 µM]
39	COC(=O)C1(C)CCC2(C(=O)O)CCC3(C)C(=CCC4C5(C)CC(O)C(OC6OCC(O)C(O)C6O)C(C)(CO)C5CCC43C)C2C1 (configuration not stated)
  16%[12.6 µM], 6%[20.6 µM]
40	CC[C@@]1(O)C(=O)OCc2c1cc1n(c2=O)Cc2cc3cc(O)ccc3nc2-1
  -27%&3%[57.5 µM], -2%[53.3 µM]
41	COc1ccc2nccc(C(=O)CC[C@@H]3CCN(CC#Cc4cc(F)cc(F)c4F)C[C@@H]3C(=O)O)c2c1
  -2%[57.5 µM], -11%
42	C[C@@H](Nc1cc(F)cc(F)c1)c1cc(C(=O)N(C)C)cc2c(=O)cc(N3CCOCC3)oc12
  18%&13%, 3%
43	C/C=C(/C)C(=O)O[C@H]1C[C@]2(C)O[C@@H]2[C@@H](OC(C)=O)[C@@]2(C)CC[C@@](O)(C(C)C)[C@H]12
  3%[29.8 µM], 5%[53.3 µM]
44	CC(=O)O[C@@H]1C(O)C[C@@]2(C)C(CC[C@@H](C)C23Cc2c(O)cc4c(c2O3)CNC4=O)C1(C)C (some centres not stated)
  -11%[29.8 µM], -1%[53.3 µM]
45	Oc1ccc(Nc2nc(-c3ccc(Cl)cc3)cs2)cc1
  ?, ?
46	CCC(C)/C=C(C)/C=C/C1=CC2=C(Cl)C(=O)C(C)(OC(C)=O)C(=O)C2=CN1C(CC(=O)O)C(=O)O (configuration not stated)
  -26%[29.8 µM], -4%[53.3 µM]
47	CC(=O)c1cc(C(=O)N[C@@H](C)Cn2ccc(-c3ccc(C#N)c(Cl)c3)n2)[nH]n1
  -16%[57.5 µM], 1%
48	Nc1ccc(S(=O)(=O)Nc2ccnn2-c2ccccc2)cc1
  ?, -11%[53.3 µM]
49	O=C(O)c1ccc(OCCN2CCCCC2)cc1
  -28%[57.5 µM], 0%[53.3 µM]
50	c1ccc2[nH]ccc2c1
  25%[57.5 µM], -7%[53.3 µM]
51	CC1C2=CC(=O)OC2(O)CC2C1C(OC(=O)c1ccccc1)C(OC(=O)c1ccccc1)C1(O)C2(C)CCC(O)C1(C)C(=O)O (configuration not stated)
  -24%[12.6 µM], -4%[20.6 µM]
52	CC1(C)CCCC2(C)C1CC(=O)C13CC(CCC12)C(O)(CO)C3 (configuration not stated)
  -1%[29.8 µM], -1%[53.3 µM]
53	C[C@H]1C[C@H]2[C@@H]3CCC4=CC(=O)C=C[C@]4(C)[C@@]3(F)[C@@H](O)C[C@]2(C)[C@@]1(O)C(=O)COP(=O)(O)O
  -15%[57.5 µM], 3%
54	CC(=O)OCC(=O)[C@@]12N=C(C)O[C@@H]1C[C@H]1[C@@H]3CCC4=CC(=O)C=C[C@]4(C)[C@H]3[C@@H](O)C[C@@]12C
  ?, 1%[53.3 µM]
55	Cc1cc(C)c(NC(=O)N(Cc2ccc3c(c2)Cc2ccccc2-3)C2CCCCCC2)c(C)c1
  4%[57.5 µM], -1%
56	CCC(=O)Oc1ccc2c(c1)CC[C@@H]1[C@@H]2CC[C@@]2(C)[C@H]1C[C@@H](OC(=O)CC)[C@@H]2OC(=O)CC
  7%[57.5 µM], -25%[53.3 µM]
57	C=C1OC2CC(C(=O)O)C=CC2NC1=O (configuration not stated)
  -1%[57.5 µM], 0%
58	COc1cc(CC2COC(c3ccc(OC4OC(CO)C(O)C(O)C4O)c(OC)c3)C2CO)ccc1O (configuration not stated)
  6%[29.8 µM], -1%[53.3 µM]
59	CCOc1ccccc1OCCN[C@H](C)Cc1ccc(OC)c(S(N)(=O)=O)c1
  15%[57.5 µM], 3%[53.3 µM]
60	COc1ncc(-c2ccc3c(Nc4cc(Oc5cc(F)cc(F)c5)cc(C(=O)O)c4)c(S(=O)(=O)NC4CC4)cnc3c2)c(OC)n1
  11µM*!, -1%

Following part:
Each structure is followed by: NTMT1 inhibitor, FH mod
61	CNCc1ccccc1
  56µM*, -1%[53.3 µM]
62	Oc1ccc(CC2NCCc3cc(O)c(O)cc32)cc1 (configuration not stated)
  1%[57.5 µM], -3%
63	CCc1c(CC(N)=O)c2cc(OCCCP(=O)(O)O)ccc2n1Cc1ccccc1
  -1%[57.5 µM], 4%
64	Cc1nc2ccccc2c(-c2ccc3c4c(ccnc24)CCO3)c1[C@H](OC(C)(C)C)C(=O)O
  ?, 4%
65	Clc1ccc(C(c2ccccc2Cl)C(Cl)Cl)cc1 (configuration not stated)
  -5%, -20%&-5%&-2%[53.3 µM]
66	CN(C)CCOC(c1ccccc1)c1ccccc1
  40%&37%[activator][57.5 µM], -23%&-12%&6%[53.3 µM]
67	CO[C@@H]1[C@@H](O)[C@H](O)[C@@H](n2c3c(Cl)cccc3c3c4c(c5c6cccc(Cl)c6[nH]c5c32)C(=O)NC4=O)O[C@@H]1CO
  -25%[57.5 µM], 0%[53.3 µM]
68	Cc1cccc(C#Cc2ccccc2)n1
  -6%[57.5 µM], -22%&-14%[53.3 µM]
69	Cc1cccc(S(=O)(=O)N2CCC[C@@H]2CCN2CCC(C)CC2)c1
  -5%[57.5 µM], 7%
70	O=C(O)CC(O)C(=O)O (configuration not stated)
  -17%[57.5 µM], ?
71	N[C@@H](Cc1ccc(O)c(O)c1)C(=O)O
  -20%, -27%&-14%[53.3 µM]

Entries of single compounds, looked up by structure. Screens in order: NTMT1 inhibitor, FH mod
CNCc1ccccc1 is entered as 56µM*, -1%[53.3 µM]
Cc1cccc(S(=O)(=O)N2CCC[C@@H]2CCN2CCC(C)CC2)c1 is entered as -5%[57.5 µM], 7%
Cc1nc2ccccc2c(-c2ccc3c4c(ccnc24)CCO3)c1[C@H](OC(C)(C)C)C(=O)O is entered as ?, 4%
N[C@@H](Cc1ccc(O)c(O)c1)C(=O)O is entered as -20%, -27%&-14%[53.3 µM]
Cc1cccc(C#Cc2ccccc2)n1 is entered as -6%[57.5 µM], -22%&-14%[53.3 µM]
